GLP-1R inv ag: qHTS of GLP-1 Receptor Inverse Agonists (Inhibition Mode); AID 624417, 2012; HEK293 GLP-1R CRE-luciferase, luminescence, 24 h; GLP-1R form is constitutively active; Glucagon-like peptide 1 receptor (Homo sapiens), P43220; Potency, µM (doses to about 38.3 µM), for the others: at the top dose activity change, negative = inhibition, hits mostly inhibitors; 1.6% of 410,000 active; note: potency is the fitted concentration of half-maximal effect; % is set by controls: 0 for no effect and ±100 for the full control effect; nearly all actives have a fitted effect of over 55% in size
Target sequence (P43220 whole entry, looked up): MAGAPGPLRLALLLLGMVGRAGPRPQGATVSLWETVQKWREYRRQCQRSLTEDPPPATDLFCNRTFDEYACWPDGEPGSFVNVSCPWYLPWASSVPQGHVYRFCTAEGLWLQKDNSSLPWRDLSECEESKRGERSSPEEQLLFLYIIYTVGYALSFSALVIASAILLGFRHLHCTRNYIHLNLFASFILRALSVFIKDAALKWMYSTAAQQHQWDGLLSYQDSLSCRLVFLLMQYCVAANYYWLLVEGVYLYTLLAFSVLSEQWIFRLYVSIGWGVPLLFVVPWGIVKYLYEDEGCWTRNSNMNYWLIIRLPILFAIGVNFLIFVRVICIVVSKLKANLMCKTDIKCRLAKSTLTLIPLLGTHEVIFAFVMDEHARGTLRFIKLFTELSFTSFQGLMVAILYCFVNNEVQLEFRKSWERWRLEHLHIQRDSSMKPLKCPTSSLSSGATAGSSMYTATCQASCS
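HEK293 cells stably co-expressing a cAMP-responsive luciferase reporter and constitutively active GLP-1R were seeded, incubated 12 h, then exposed to compounds for 24 h at 37 C. Luminescence was read 12 min after detection reagent; inverse agonists lower signal.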
TDP-43 yeast inh: qHTS of TDP-43 Inhibitors; TDP-43 expressing yeast growth rescue, BacTiter-Glo, 24 h; Potency, µM (top dose mostly 46.1 µM), for inactives: at the highest dose growth rescue (activation), most hits filed as activators; 1.8% of 410,000 active; AID 652104, 2013; note: potency is the fitted concentration of half-maximal effect; % of control where 0% means no effect; nearly all actives have a fitted effect of over 50% in size
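Luminescence from BacTiter-Glo reports growth of TDP-43-expressing yeast after 24 hr at 30 deg C with compound. Cells were raffinose-pregrown to mid-log, then seeded in galactose medium at OD600=0.02.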
PTHR1 agonist: qHTS for PTHR1 Agonists: Primary Screen; Potency, µM (doses to about 115 µM), without a hit: at the highest dose activation, most hits filed as activators; HEK293 GP2 PTHR1 cells, GloSensor cAMP luminescence, 1 h; Parathyroid hormone/parathyroid hormone-related peptide receptor (Homo sapiens), Q03431; 0.075% of 410,000 active; note: potency is the fitted concentration of half-maximal effect; nearly all actives have a fitted effect of over 55% in size; some results filed as inactive show a strong effect at the top dose; inactives centre near -15; many of its hits are not listed in these tables
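HEK-293-derived GP2 cells expressing PTHR1 and a GloSensor cAMP reporter, 3,000/well, plated overnight, given luciferin plus IBMX (each 0.5 mM as added) for 1 h at 37 °C, then compound for 1 h at 37 °C. Luminescence was read after 15 min at room temperature.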
GLP1R ag: qHTS of GLP-1 Receptor Agonists; 0.007% of 380,000 active; Potency, µM (highest dose often 45.6 µM), for the others: top-dose activation, most hits filed as activators; HEK293 GLP-1R CRE-luciferase, luminescence, 4-6 h; cells express a hypersensitive GLP-1R form; note: potency is the fitted concentration of half-maximal effect; % of control where 0% means no effect
Abeta yeast res: qHTS for compounds that reverse cellular toxicity of Amyloid beta (A-beta) peptide in yeast: Primary Screen. Potency, µM (doses to about 46.1 µM), inactives show at the top dose growth rescue, most hits filed as activators. 0.063% of 410,000 active. yeast expressing A-beta42, growth rescue, OD600, 48 h; response scale: 0% DMSO, 100% iron-clioquinol control. AID 1347071, 2019; note: potency is the fitted concentration of half-maximal effect; nearly all actives have a fitted effect of over 55% in size
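Growth rescue measured by 600 nm absorbance after 48 h yeast culture at 30 C with compound. Values normalized between DMSO and an equimolar ferric chloride plus clioquinol control.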
D3 antag: qHTS of D3 Dopamine Receptor Antagonist: qHTS; D(3) dopamine receptor (Homo sapiens), P35462; max response, negative = inhibition, %; D3R cells, DiscoveRx beta-arrestin luminescence, antagonist mode; hits give low values; 2.5% of 360,000 active; in the data active = max response below about -50%; inconclusive = no clear call, values can overlap the other calls; note: % is set by controls: 0 for no effect and ±100 for the full control effect; mostly tested at two doses, the higher about 12 µM
Target sequence (P35462 whole entry, looked up): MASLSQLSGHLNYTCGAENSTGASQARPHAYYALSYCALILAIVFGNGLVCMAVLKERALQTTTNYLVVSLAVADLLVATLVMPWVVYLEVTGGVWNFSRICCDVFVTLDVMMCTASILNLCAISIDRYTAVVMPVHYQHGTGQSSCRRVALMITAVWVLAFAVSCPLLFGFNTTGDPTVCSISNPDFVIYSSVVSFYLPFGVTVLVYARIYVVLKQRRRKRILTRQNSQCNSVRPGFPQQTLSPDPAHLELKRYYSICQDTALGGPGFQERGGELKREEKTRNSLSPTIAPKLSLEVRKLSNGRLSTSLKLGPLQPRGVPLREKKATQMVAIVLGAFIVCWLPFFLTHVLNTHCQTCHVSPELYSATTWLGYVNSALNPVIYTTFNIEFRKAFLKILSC
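Cells expressing the human receptor were seeded at 1500 cells/well, incubated overnight at 37 degrees C in 5% CO2, then exposed to library compounds with dopamine controls for 90 minutes at 37 degrees C before luminescent detection.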
Akt phos inh: HTS Assay for Inhibitors of Akt Phophorylation: Primary Screen. Neuro2A IGF-stimulated pAkt S473 HTRF, 20 min; hits give low values. activity change, % for hits at 50 µM. 0.32% of 360,000 active. AID 651550, 2012; in the data active = activity change below about -80%; inconclusive = mostly about -51% to -80%; note: % is set by controls: 0 for no effect and ±100 for the full control effect
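Neuro2A cells in DMEM with 0.5% FBS, overnight at 37 deg C, given compound at single 50 µM final, then IGF (6 nM final) for 20 min at 37 deg C. Lysed; phospho-Akt Ser473 by HTRF after 24 h, 665/615 ratio.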
aSyn yeast inh: qHTS of alpha-syn Inhibitors; Yeast expressing alpha-synuclein, growth rescue, BacTiter-Glo, 24 h; Potency, µM (top dose mostly 46.1 µM), without a hit: top-dose growth rescue (activation), usual class: activators; 0.14% of 370,000 active; AID 652106, 2013; note: potency is the fitted concentration of half-maximal effect; % of control where 0% means no effect; nearly all actives have a fitted effect of over 65% in size
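Rescue of yeast growth: cells expressing toxic alpha-synuclein, induced in galactose at OD600 0.02, incubated with compound 24 h at 30 C. ATP luminescence quantified growth; inhibitors of toxicity appear as activators.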
FUS yeast rescue: qHTS for Suppressors of FUS Proteinopathy: Primary screen using FUS-linked yeast assay; AID 1347120, 2019; S. cerevisiae FUS-expressing, growth rescue, OD600, 24 h; 0.24% of 390,000 active; Potency, µM (highest dose often 76.6 µM), for the others: at the top dose growth rescue (activation), usual class: activators;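 note: potency is the fitted concentration of half-maximal effect; plate controls were DMSO vehicle for no effect and reference control for full effect; nearly all actives have a fitted effect of over 55% in size; some results filed as inactive show a strong effect at the top dose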
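Yeast FUS proteinopathy model; galactose-induced FUS (2%), starting OD 0.005. Cpds in dilution series, 24hr, 30C, 99% humidity. Abs 600 nm growth. Pos ctrl CP55940 (top 92uM final); neg ctrl DMSO.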
* hit, by the source's call; i = inactive; ? = inconclusive; · = no result given; [ ] = dose if it differs, or a comment. Unless noted, calls come from the whole dose curve; as a rule, active = well fitted curve in the direction sought with a large enough effect; inconclusive = small, poorly fitted or top-dose-only effect, or another doubt; inactive = no such curve, though single readings can be large; an effect the other way counts as inactive or inconclusive. A portion of the library (hit frequency here may not be typical).

SMILES | GLP-1R inv ag | TDP-43 yeast inh | PTHR1 agonist | GLP1R ag | Abeta yeast res | D3 antag | Akt phos inh | aSyn yeast inh | FUS yeast rescue
CCc1noc(C)c1C(=O)OC(C)C(=O)Nc1cc([N+](=O)[O-])ccc1OC (stereo unspecified) | -5.9% | -2.5% | -14.7% | 17.0% | 1.5% | -3.8 | i | 0.1% | 13.2%
O=c1[nH]c2ccccc2nc1-c1ccccc1 | 3.2% | 11.5% | -7.4% | 14.1% | -6.9% | -3.0 | i | 1.9% | 3.6%
O=C(c1ccc(Cl)c(S(=O)(=O)N2CCOCC2)c1)N1CCOCC1 | 13.3% | -18.4% | 9.8% | 8.3% | -19.7% | 6.6 | i | -0.1% | 22.8%
O=C(OCn1nnc2ccccc2c1=O)c1ccc(F)c(S(=O)(=O)N2CCOCC2)c1 | 0.9% | 10.4% | -13.3% | 9.8% | -0.1% | -3.9 | i | 6.7% | 0.7%
Clc1ccc(CSc2nnc(NC3=NCCCCC3)s2)cc1 | ? | ? | i | 7.6% | -10.6% | 20.7 | i | 3.4% | 2.3%
COc1ccccc1NC(=O)c1cc(=O)c2ccc(C)c(C)c2o1 | 2.3% | 25.3% | i | · | -9.4% | · | · | · | -6.7%
CN(Cc1ccccc1)C(=O)c1[nH]cnc1C(=O)NCC(=O)OC(C)(C)C | 1.3% | -6.8% | -2.9% | -0.2% | -4.8% | 4.9 | i | -6.9% | -2.3%
Cc1csc(NC(=O)CSc2nnc(CCNC(=O)c3ccc(Cl)c(Cl)c3)n2C)n1 | 5.4% | 14.3% | i | 3.5% | 1.9% | 11.2 | i | 11.4% | -11.3%
COc1ccc(-c2sc3cc(OC)c(OC)cc3c2C#CCCO)cc1 | 0.2% | 12.8% | -8.2% | ? | -2.2% | 17.5 | i | 2.4% | 8.2%
O=c1oc2ccccc2c(CNc2ccccc2)c1[N+](=O)[O-] | -6.4% | 19.0% | -33.9%[inhibitor] | 16.4% | -9.7% | -1.1 | i | -2.0% | -28.4%
COC(=O)c1ccc2c(=O)n(CCN3CCOCC3)c(SCC(=O)C(C)(C)C)nc2c1 | 0.0% | 23.2% | i | -12.9% | 3.5% | 18.3 | i | 8.5% | 4.8%
CC(C)(C)c1ccc(C(=O)NC(=S)Nc2sc3c(c2C#N)CCC3)cc1 | 21.6% | ? | -1.8% | -0.9% | 9.3% | 17.1 | i | 6.2% | -18.1%
CCCN(C(=O)c1cc(Cl)nc2ccccc12)C1CCS(=O)(=O)C1 (stereo unspecified) | 21.3% | -18.0% | -2.4% | 11.1% | 3.4% | 0.0 | i | 2.0% | -3.6%
CN(CC(=O)Nc1ccc(Cl)cc1)C(=O)CNC(=O)c1ccc2ccccc2c1 | ? | 13.0% | i | 0.0% | -3.6% | -19.0 | i | -5.2% | ·
Cc1ccc(S(=O)(=O)N2CCN(c3ccc([N+](=O)[O-])c(Sc4nncn4C)c3)CC2)cc1 | -25.8% | -1.3% | i | 3.5% | 19.5% | 0.0 | i | -2.7% | ·
Cc1ccc(C(=O)OCC(=O)NNC(=O)c2cccs2)c(O)c1 | 28.9% | -18.9% | i | 11.3% | 9.1% | -19.5 | i | 2.1% | 43.4%
COc1ccc(OC)c(N(CC(=O)Nc2ccccc2)S(=O)(=O)c2ccccc2)c1 | 4.9% | 9.0% | -5.0% | 8.9% | 21.5% | 5.9 | i | 4.7% | -0.2%
Cc1cccn2c(=O)c3cc(C#N)c(=NC(=O)c4cccnc4)n(CC4CCCO4)c3nc12 (stereo unspecified) | 0.0% | -10.4% | i | -0.5% | -3.1% | -6.3 | i | 1.3% | ·
COc1ccc(N(CC(=O)N2CCCCC2)S(=O)(=O)c2ccc(OC)c(OC)c2)cc1 | 0.7% | 16.8% | -3.6% | · | -0.5% | · | · | · | 21.5%
Cc1cc(-c2nnc(SCC(=O)Nc3cccc(Cl)c3)n2N)n[nH]1 | 0.6% | -4.1% | -13.1% | -2.5% | -8.3% | 6.3 | i | 9.3% | 5.1%
COc1cccc(COc2ccc3ccc(=O)oc3c2)c1 | 55.8%[activator] | ? | i | 18.2% | -14.3% | -5.4 | i | 2.2% | -8.0%
O=C1CCC(=O)c2ccc3c4c(ccc1c24)CC3 | 6.2% | -16.6% | -13.1% | 4.4% | -8.8% | 1.5 | i | -0.6% | -7.8%
Cc1nn(-c2ccc(Cl)cc2)c(=O)c2c(C)noc12 | 3.3% | -7.5% | i | 19.3% | -2.3% | 6.6 | i | 0.3% | -16.6%
COc1ccccc1Nc1cc(C(=O)NCCCN(C)c2ccccc2)c2ccccc2n1 | 5.62µM* | 4.6% | -2.2% | · | 6.4% | · | · | · | 22.1%
CCCc1nc2c(sc3nc4c(cc32)COC(C)(C)C4)c(=O)o1 | 7.2% | 17.4% | -19.5% | -0.3% | 1.4% | 12.3 | i | 2.8% | -31.6%
(listing goes on)
SMILES | GLP-1R inv ag | TDP-43 yeast inh | PTHR1 agonist | GLP1R ag | Abeta yeast res | D3 antag | Akt phos inh | aSyn yeast inh | FUS yeast rescue
CC(C)c1ccc(S(=O)(=O)c2nnn3c2nc(NC2CCCC2)c2sccc23)cc1 | 44.9%[activator] | 16.9% | i | · | 2.7% | · | · | · | -7.8%
CC(=O)N1c2c(cc(Br)cc2S(=O)(=O)N2CCCCC2)CC1C (stereo unspecified) | 0.8% | 7.9% | -8.0% | 17.9% | 2.8% | -9.6 | i | -12.1% | 25.0%
CCC(=O)Nc1c(S(=O)(=O)c2ccccc2)c2nc3ccccc3nc2n1C(C)c1ccccc1 (stereo unspecified) | ? | 22.2% | -16.5% | -3.2% | 2.5% | 17.8 | i | 14.2% | ·
O=C(CCCCCn1c(=O)c2sccc2n(CC(=O)Nc2ccccc2F)c1=O)NCc1ccc2c(c1)OCO2 | 13.0% | 4.5% | i | · | -12.6% | · | · | · | 10.7%
Cc1ccc(C(=O)CSc2nnc(CNc3nc(-c4ccccc4)cs3)n2C)cc1 | ? | 0.0% | -23.9% | 11.7% | -3.7% | -0.5 | i | -1.2% | 32.5%
Cc1ncoc1C(=O)NCc1ccccc1Cl | 19.3% | 14.4% | i | -1.8% | 7.1% | -4.8 | i | 0.5% | ·
CCCc1c(-c2ccc(F)cc2F)ncn1Cc1ccccc1OC | ? | 10.7% | -4.5% | 2.6% | -17.4% | 0.0 | i | 18.3% | 11.2%
CCOC(=O)C1CCN(C(=O)C(=O)Nc2ccc3nc4n(c(=O)c3c2)CCCCC4)CC1 | 10.5% | -0.1% | i | 19.1% | 1.1% | -9.8 | i | 0.2% | 9.9%
O=C(NNc1ccccc1[N+](=O)[O-])Nc1ccccc1 | 0.0% | -21.8% | i | -1.8% | -4.5% | -10.8 | i | 0.0% | 12.6%
O=S(=O)(Nc1ccc2c(c1)OCO2)c1cccs1 | 0.0% | 6.3% | -0.9% | 33.5% | 18.8% | ? | i | -8.5% | 20.7%
Cc1ccccc1CN1N=C(/C=C/c2ccccc2)CCC1=O | ? | -0.1% | 11.8% | 11.8% | -15.5% | -18.6 | i | 24.4% | 46.1%
Nc1c(C(=O)Nc2ccccc2Br)sc2nc(-c3cccs3)ccc12 | ? | 23.2% | i | · | -2.6% | · | · | · | 22.0%
COc1ccc(-c2cc(=Nc3ccc(C(=O)O)cc3)c3cc(C)ccc3o2)cc1 | 0.4%[0.307 µM] | 17.8µM* | -22.7% | 15.3% | -4.0% | -6.0 | i | 11.0% | 29.0%
O=C(c1ccccc1-c1nc2ccccc2[nH]1)N1CCCCC1 | -20.2% | 18.5% | i | -1.4% | 18.2% | 0.0 | i | 0.8% | -18.0%
N#Cc1c(C(F)(F)F)cc(=O)[nH]c1SCC(=O)O | 10.8% | -2.1% | -19.4% | -7.5% | · | -13.4 | i | -0.3% | -12.1%
Cc1ccc(C(=O)N/C(=C/c2ccco2)C(=O)N2CCOCC2)cc1 | 10.2% | 17.9% | i | 1.4% | -7.4% | -12.2 | i | 2.1% | -3.1%
CCOc1ccc(NCc2cc3cc(OC)ccc3[nH]c2=O)cc1 | 19.9% | 17.7% | i | 11.7% | -16.3% | -4.3 | i | 2.0% | -18.0%
O=C(N/N=C/c1ccc[nH]1)c1ccccc1O | -9.2% | 14.5% | -33.5% | 0.2% | -34.1% | -9.7 | i | -15.4% | 8.5%
C[C@@H](O)c1nc2ccccc2n1N | 0.2% | 0.3% | -2.6% | -3.5% | 8.5% | 3.8 | i | 0.8% | ·
COc1ccc(C(=O)N2CCCC(C)(C(=O)NS(=O)(=O)C3CC3)C2)c(OC)c1 (stereo unspecified) | 1.4% | 21.5% | i | -2.0% | -5.5% | 15.4 | i | -0.5% | -17.3%
COc1cccc(C(=O)N2CCN(Cc3ccccn3)CC2)c1 | -3.5% | -20.0% | i | -5.5% | -10.3% | -1.6 | i | -5.7% | -17.3%
O=C(O)C1C2C=CC(C2)C1C(=O)NCCc1ccccc1 (stereo unspecified) | 5.2% | -23.0% | -0.5%[57.5 µM] | -3.7% | 7.3% | -7.1 | i | 1.8% | 10.9%

Screening results deposited in PubChem BioAssay by National Center for Advancing Translational Sciences (NCATS).
